Hep lipid drop: hepatic lipid droplet formation modulation | AID 1656 | 240,000 tested, 0.4% active | inhibition, % at 6.5 µM | AML12 mouse hepatocytes, oleate lipid droplets, BODIPY imaging;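 active means lipid droplet intensity inhibited by at least 50%, with more than 500 cells counted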
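Technique: fluorescence imaging, 20x objective, two fields per well / Assay system: AML12 hepatocytes (mouse) / Measure: % inhibition of lipid droplet signal / Doses: 6.5 µM single-point dosing / Incubation: overnight exposure / Reagent: 100 µM oleic acid challenge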
Ins promoter up: MIN6 insulin promoter up-regulation. MIN6 insulin promoter-GFP reporter, high-content imaging; hits give high values. AID 1625. 190,000 tested, 0.3% active. z-score at 5 µM;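 active means z-score above 3 at 5 µM with at least 500 cells counted in the well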
Salmonella PhoP GFP: inhibitors of PhoP regulon expression, primary screen, Salmonella Typhimurium, GFP reporter (AID 1863); one-dose inhibition, % at 50 µM; IC50 in µM for titrated hits; S. Typhimurium PhoP-regulated promoter GFP reporter, 4 h; higher % means a stronger effect; 300,000 tested, 0.16% active;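 active means inhibition over 29.93%, a cutoff 3 SD above the screen mean, later confirmed by dose response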;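 further: 0% = low Mg2+ inducing control and 100% = high Mg2+ repressing control; strong numbers were not always called active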
ER stress rescue: protection against thapsigargin-triggered cell killing – 384-well, CSM14.1, ATP luminescence, primary screen (AID 1222) | CSM14.1 thapsigargin-induced death rescue, ATP luminescence; higher % means a stronger effect | one-dose cellular ATP content (survival), % at 20 µM; EC50 in µM for titrated hits | 190,000 tested, under 10 active;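 active means EC50 below 50 µM in the dose-response confirmation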;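 further: death triggered by thapsigargin at about 15 µM added after 2 h compound pretreatment; cell ATP read after overnight thapsigargin exposure of roughly 18 to 22 hours; normalized against plate controls of thapsigargin alone and 5% DMSO vehicle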
MT stabilizer: microtubule stabilization, imaging screen. % tubulin-high responders, % at 10 µM. 200,000 tested, 0.83% active. HeLa tubulin immunostaining HCS, 24 h; share of cells brighter than vehicle mean+2SD;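 active means plate Z-score above 3 for both tubulin-high and condensed-nucleus cell shares, with cell loss under 80%, at 10 µM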;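 further: anti alpha tubulin signal scored within the nucleus-defined area of each cell; some results filed as inactive read as strong as hits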
b-catenin transl: modulators of beta-catenin nuclear translocation; HeLa beta-catenin nuclear translocation, immunofluorescence imaging; nuclear translocation activity, % at 5 µM; 190,000 tested, 0.3% active;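 active means nuclear translocation activity above 50% at 5 µM, with a well cell count of 50 or more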;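 further: per-cell ratio of nuclear to cytoplasmic median beta-catenin stain intensity; plate controls were DMSO negative control for no effect and GSK-3 inhibitor IX positive control for full effect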
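Signal – beta-catenin immunofluorescence imaging with DAPI · Test system – human HeLa cell line · Dosing – 5 µM primary single dose, 0.1% DMSO, 0.02–20 µM confirmation series · Measure – % activation, nuclear-to-cytoplasmic median beta-catenin signal ratio per cell · Incubation – 24 h compound exposure at 37°C, 5% CO2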
Autophagy mod: modulators of autophagy. 190,000 tested, 0.98% active. MEF GFP-LC3 puncta imaging; test concentration mostly 10 µM. calls only at 10 µM (by protocol);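 active means percentage of spot-positive cells more than 3 SD above its plate mean, without a fluorescence outlier flag or 80% toxicity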;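 further: spot-positive cell cutoff set from DMSO-treated cells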
Dynein transport: blocks dynein driven cargo transport along microtubules. 3617.4 mouse cells, GR-EGFP nuclear translocation imaging; test concentration mostly 20 µM; stimulated with dexamethasone, 1 µM; hits give low values. z-score, hits read low. 220,000 tested, 0.47% active. AID 1381;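 active means plate z-score of nuclear minus cytoplasmic receptor signal below a set negative limit, without overly bright fluorescence or cell loss, cut at about -3.5 in these data, passing the limit was not always enough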;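 further: z-score of nuclear minus cytoplasmic ring GR-EGFP intensity difference per well; some compounds called inactive have numbers as strong as hits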
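Buffer or medium: tet-free, stripped-serum medium; reagent: dexamethasone at 1.0 µM final, 30 min; incubation: 48 h induction, 1 h compound, 30 min dex at 37 °C; measured by: formaldehyde fixation, Hoechst nuclear stain, 10x automated fluorescence imaging; read-out: nuclear-to-cytoplasmic GR-EGFP distribution per well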
T cell HTS: modulates CD8 T cell binding to vesicles | 2C CD8+ T cell-vesicle binding, flow cytometry; hits give low values | calls only at 7 µM | 330,000 tested, 0.068% active | AID 2052;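 active means response, share of CD8 T cells binding vesicles, and their 90th percentile fluorescence all below set limits, cut at about 80% in these data, passing the limit was not always enough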
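Assay system: 2C TCR transgenic mouse naive CD8+ T cells, MACS-purified | Read-out: CD8+ gate FL2 mean fluorescence as % of same-row positive control | Signal: High-throughput flow cytometry with anti-B7-1 and anti-CD8 staining | Timing: Binding step 1.5 h, 37 °C, antibody labelling 20 min, ice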
Dynein transport cytoplasmic EGFP: further read-out of Dynein transport, marked with its call; z-score; measured here: cytoplasmic GR-EGFP intensity; hits give high values
Dynein transport nuclear GR-EGFP: second read-out of Dynein transport, no call of its own (marks repeat the call); z-score; measured here: nuclear GR-EGFP intensity;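 lower value marks the stronger effect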
Dynein transport cell count: second read-out of Dynein transport, no call of its own (marks repeat the call); z-score; measured here: cell count per field
Ins promoter up cell count: recorded beside Ins promoter up, whose call it bears; cell count; measured here: cytotoxicity, nuclei count;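 total cells summed across four imaged fields per well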
Hep lipid drop cells 6.5 µM: also measured in Hep lipid drop; calls as there; cell count; measured here: cell count, cytotoxicity flag;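 cells counted across two imaged fields per well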
b-catenin transl cell count 5 µM: second read-out of b-catenin transl, no call of its own (marks repeat the call); cell count; measured here: cell count, cytotoxicity flag
T cell HTS vesicle-bound %: also measured in T cell HTS; calls as there; double positive events, %; measured here: CD8+ vesicle-bound cell fraction;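 binding gate set so that unloaded-vesicle control wells show 10% double positive cells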
MT stabilizer Hoechst-high %: also measured in MT stabilizer; calls as there; % Hoechst-high responders; measured here: nuclear condensation Hoechst responders;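 share of cells brighter than vehicle mean plus two SD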
MT stabilizer cytotoxicity %: further read-out of MT stabilizer, marked with its call; toxicity, %; measured here: cytotoxicity by cell density;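 0% = mean cell density of plate MIN control wells and 100% = no cells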
Autophagy mod cell loss 18 h: second read-out of Autophagy mod, no call of its own (marks repeat the call); toxicity, %; measured here: cell loss, nuclei count;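 cell loss after 18 h compound exposure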
* = called active by the depositor; i = inactive; x = no result given.

SMILES	Hep lipid drop	Hep lipid drop cells 6.5 µM	Ins promoter up	Ins promoter up cell count	Salmonella PhoP GFP	ER stress rescue	MT stabilizer	MT stabilizer Hoechst-high %	MT stabilizer cytotoxicity %	b-catenin transl	b-catenin transl cell count 5 µM	Autophagy mod	Autophagy mod cell loss 18 h	Dynein transport	Dynein transport cytoplasmic EGFP	Dynein transport nuclear GR-EGFP	Dynein transport cell count	T cell HTS	T cell HTS vesicle-bound %
CC(=O)Nc1ccc(NC(=O)COC(=O)c2n[nH]c3ccccc23)cc1	-3	677	0.09	1211	3%	0.4%	1.6	1.6	1.1	-1.4	1119	i	-12	0.76	-0.23	0.79	-1.1	i	19
Cc1nnc(SCC(=O)N2CCN(C(=O)c3ccco3)CC2)n1-c1ccccc1	16	687	-0.61	1130	7%	-2.5%	8.2	0.9	7.4	0.9	1079	i	7	-0.71	-0.28	-0.44	0.9	i	36
Cc1ccc(C)c(NC(=O)CCn2nc(C)cc2C)c1	-14	762	-1.3	1236	-14%	-1.7%	2.4	2.9	9.8	-1.0	1073	i	-9	-0.72	0.4	0.18	0.26	i	42
CCn1nc(C)c(CNC(=O)CCc2nnc(-c3ccc(C(C)=O)s3)o2)c1C	-1	712	0	1506	-8%	-0.5%	3.1	1.5	6.8	0.3	1430	i	20	0.83	-0.19	1	-0.48	i	31
COc1ccc(NS(=O)(=O)c2cccc(C(=O)N/N=C(\C)c3ccc(-n4ccnc4)cc3)c2)cc1	1	735	x	x	4%	-1.8%	1.0	1.1	4.6	1.4	1042	i	-11	-0.037	-0.22	0.65	-0.22	i	36
CCCc1cc(=O)[nH]c(SCC(=O)c2c(C)[nH]c3ccccc23)n1	-24	739	-0.42	1175	0%	x	x	x	x	-0.6	1216	x	x	0.33	-0.31	-0.26	1.2	i	49
C/C(=N\NC(=O)c1n[nH]c2c1CCC2)c1cccs1	26	760	-0.33	1176	-6%	x	x	x	x	-1.3	1258	x	x	-0.88	-0.24	-0.82	0.65	i	24
O=c1nc(Nc2ccccc2)sc2ccc([N+](=O)[O-])cc12	2	613	-0.41	1537	-11%	0.9%	5.6	3.0	8.3	0.4	1128	i	-5	-0.39	-0.18	-0.23	0.39	i	12
Cc1cc(C)cc(C(=O)OCC(=O)Nc2cccc(S(=O)(=O)NC3=NCCCCC3)c2)c1	-2	655	0.13	1438	1%	-1.9%	4.0	3.3	5.3	-1.9	996	i	-7	-0.77	-0.29	-0.7	0.35	i	7
CCn1cc(CNC(=O)CCc2ccc(OC)cc2)cn1	x	x	0.09	1480	-1%	2.0%	3.9	2.5	11	0.5	1408	i	15	-0.86	-0.28	-0.29	0.27	i	26
Cc1ccc(C(=O)NC(=S)NCC2CCCO2)cc1Br (stereo unspecified)	-34	638	-0.16	1267	-7%	-2.0%	1.8	3.9	5.6	x	x	i	1	-0.52	-0.28	-0.35	-0.13	i	41
COc1ccc(OC)c(NC(=O)C2CCCN2C(=O)OCc2ccccc2)c1 (stereo unspecified)	-12	654	0.61	1090	4%	x	5.7	1.9	8.7	0.4	1059	i	2	0.77	-0.22	0.96	-0.58	i	29
O=C(NN1C(=O)C2C3C=CC(O3)C2C1=O)c1ccncc1 (stereo unspecified)	23	774	0.04	1396	4%	-0.1%	1.9	2.3	9.0	-1.2	557	i	-2	-0.24	-0.26	-0.45	0.77	i	37
COC(=O)c1cccc(NC(=S)Nc2ccccc2Cl)c1	-25	694	0.7	1025	-3%	x	x	x	x	0.2	1311	x	x	-0.3	-0.2	0.31	0.22	i	25
Cc1ccc2cc3cc(C(=O)N4CC(C)CC(C)C4)oc3nc2c1 (stereo unspecified)	-47	699	x	x	0%	-1.7%	1.5	2.8	5.0	0.5	909	i	0	-0.51	-0.12	-0.021	-0.71	i	43
CC(C)(C)NC(=O)Cn1cnc([N+](=O)[O-])n1	x	x	-0.09	1618	-1%	0.7%	1.4	2.1	9.8	-2.0	1386	i	3	0.11	-0.2	-0.21	0.5	i	27
CCOC(=O)C1=C(C)N(C)C(=S)NC1c1ccc(Cl)cc1 (stereo unspecified)	-7	714	-0.44	1440	-16%	-1.8%	4.6	2.6	7.5	-1.6	1111	i	9	-0.42	-0.24	-0.42	0.18	i	42
CN(C(=O)COC(=O)c1ccc(Cl)nc1)C1CCS(=O)(=O)C1 (stereo unspecified)	-3	646	-0.4	1304	5%	1.1%	2.3	2.6	5.9	1.1	968	i	13	-1.3	-0.21	-0.69	0.14	i	61
CCOc1cc(-c2cc(N)n[nH]2)cc(OCC)c1OCC	30	717	-0.16	1317	-7%	-1.4%	2.9	2.4	8.4	-3.9	1185	i	18	-0.23	-0.25	0.11	0.78	i	38
COc1ccccc1S(=O)(=O)Nc1cccc(-c2nnc3n2CCCCC3)c1	x	x	-0.03	1616	1%	-1.7%	3.6	1.7	1.2	-0.9	1387	i	2	0.9	-0.24	0.76	-0.55	i	16
CC1C2CC(C(CN(C)C)/C2=N/O)C1(C)C (stereo unspecified)	x	x	1	1043	-4%	-0.4%	3.6	2.4	5.9	2.6	1081	i	27	0.48	-0.31	0.088	0.23	i	58
CSC(=NC1CCCCC1)NS(=O)(=O)c1ccccc1	x	x	0.07	1007	4%	-0.7%	3.8	2.5	4.6	0.1	1117	i	13	-0.85	-0.21	-0.087	0.78	i	27
O=C(O)/C(=C\c1ccco1)NC(=O)c1ccccc1	-9	671	0.88	1256	-3%	-2.4%	4.6	2.2	3.0	-1.4	901	i	-2	-0.37	-0.3	-0.43	0.23	i	52
COc1ccc(OC)c(NC(=O)C(=O)N/N=C/c2ccccc2[N+](=O)[O-])c1	x	x	1.4	1528	8%	-2.8%	1.5	2.0	7.3	1.6	1315	i	5	-0.55	0.21	-0.42	1.1	i	62
COc1ccc(Nc2ncnc3c2cnn3Cc2ccc(C)cc2)cc1	-23	760	0.61	757	-1%	3.5%	0.7	1.5	19	0.2	1129	i	1	-0.59	-0.29	-0.3	-0.049	i	32
CCn1c2ccccc2c2cc(NC(=O)Cc3ccc(S(=O)(=O)N4CCOCC4)s3)ccc21	18	775	-1.6	1162	-4%	0.1%	4.5	1.0	0.5	0.0	1051	i	-4	-0.8	1.5	0.23	1.3	i	45
Cc1nc2ccccc2c(=O)n1NC(=O)c1cccc([N+](=O)[O-])c1	12	677	0.48	1250	-10%	0.3%	2.6	2.5	2.0	-1.4	1071	i	30	0.087	-0.31	0.29	0.29	i	44
CCOC(=O)C(C)Sc1ccc2nnc(CCNS(=O)(=O)c3ccccc3)n2n1 (stereo unspecified)	1	627	-0.34	1341	-5%	-3.8%	3.0	2.0	6.2	-0.2	1069	i	-6	0.49	-0.31	0.37	-0.41	i	37

Entries from the list above that contain an NH in an aromatic ring, in the order listed:
SMILES	Hep lipid drop	Hep lipid drop cells 6.5 µM	Ins promoter up	Ins promoter up cell count	Salmonella PhoP GFP	ER stress rescue	MT stabilizer	MT stabilizer Hoechst-high %	MT stabilizer cytotoxicity %	b-catenin transl	b-catenin transl cell count 5 µM	Autophagy mod	Autophagy mod cell loss 18 h	Dynein transport	Dynein transport cytoplasmic EGFP	Dynein transport nuclear GR-EGFP	Dynein transport cell count	T cell HTS	T cell HTS vesicle-bound %
CC(=O)Nc1ccc(NC(=O)COC(=O)c2n[nH]c3ccccc23)cc1	-3	677	0.09	1211	3%	0.4%	1.6	1.6	1.1	-1.4	1119	i	-12	0.76	-0.23	0.79	-1.1	i	19
CCCc1cc(=O)[nH]c(SCC(=O)c2c(C)[nH]c3ccccc23)n1	-24	739	-0.42	1175	0%	x	x	x	x	-0.6	1216	x	x	0.33	-0.31	-0.26	1.2	i	49
C/C(=N\NC(=O)c1n[nH]c2c1CCC2)c1cccs1	26	760	-0.33	1176	-6%	x	x	x	x	-1.3	1258	x	x	-0.88	-0.24	-0.82	0.65	i	24
CCOc1cc(-c2cc(N)n[nH]2)cc(OCC)c1OCC	30	717	-0.16	1317	-7%	-1.4%	2.9	2.4	8.4	-3.9	1185	i	18	-0.23	-0.25	0.11	0.78	i	38

Source: PubChem BioAssay
